Assay outcomes as filed in PubChem BioAssay.
BLM inh = blocks DNA unwinding by human BLM helicase; P54132; recombinant BLM DNA unwinding, fluorescence dequenching; Potency, µM (doses to about 56.1 µM), inactives show top-dose activity change, negative = inhibition, actives largely listed as inhibitors; actives 0.2% (n = 350,000);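 note: potency is the fitted concentration of half-maximal effect; plate controls were vehicle for no effect and no enzyme for full effect; nearly all actives have a fitted effect of over 35% in size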
APE1 inh = APE1 (human) endonuclease inhibition; Potency, µM (series often up to 65.8 µM), without a hit: at the highest dose activity change, negative = inhibition, hits mostly inhibitors; recombinant APE1, TAMRA/BHQ-2 abasic DNA cleavage fluorescence; actives 0.35% (n = 350,000);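 note: potency is the fitted concentration of half-maximal effect; plate controls were vehicle for no effect and reference inhibitor for full effect; nearly all actives have a fitted effect of over 55% in size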
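Compound pre-exposure to 0.75 nM APE1, 15 min at ambient temperature. Reaction initiated with 50 nM TAMRA/BHQ-2 THF substrate, read immediately in kinetic mode, 525 nm excitation, 598 nm emission.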
Pol kappa inh = blocks human DNA polymerase kappa activity | Q9UBT6 | Potency, µM (titrated, usually from 107 µM), without a hit: top-dose activity, negative = inhibition, usual class: inhibitors | purified Pol kappa, fluorescent DNA synthesis assay, 10 min | AID 588579 | actives 0.53% (n = 400,000); note: potency is the fitted concentration of half-maximal effect; % is set by controls: 0 for no effect and ±100 for the full control effect
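Inhibition of 10 nM Pol kappa is measured by a fluorescent read-out at 0 and 10 min following addition of 50 nM substrate (final), with a 15-min room-temperature compound preincubation.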
Tb PGK inh = blocks T. brucei phosphoglycerate kinase; P07378; PGK/GAPDH coupled, Kinase-Glo luminescence, 60 min; Potency, µM (titrated, usually from 57.5 µM), for the others: top-dose activity change, negative = inhibition, usual class: inhibitors; actives 0.043% (n = 380,000); note: potency is the fitted concentration of half-maximal effect; % is set by controls: 0 for no effect and ±100 for the full control effect; nearly all actives have a fitted effect of over 60% in size
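Recombinant glycosomal PGK reaction used 1,3-bisphosphoglycerate generated in-well by GAPDH (100nM final) in 100mM TEA pH 7.6, 5mM MgCl2, 0.01% Tween-20. After 60 minutes at room temperature, ATP was read by Kinase-Glo Plus luminescence end-point.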
Pol iota inh = blocks human DNA polymerase iota activity. Q9UNA4. actives 1% (n = 390,000). Pol iota fluorescent replication assay, 10 min. AID 588590. Potency, µM (highest dose often 115 µM), for the others: at the top dose activity, negative = inhibition, usual class: inhibitors; note: potency is the fitted concentration of half-maximal effect
Target sequence (Q9UNA4 whole entry, looked up): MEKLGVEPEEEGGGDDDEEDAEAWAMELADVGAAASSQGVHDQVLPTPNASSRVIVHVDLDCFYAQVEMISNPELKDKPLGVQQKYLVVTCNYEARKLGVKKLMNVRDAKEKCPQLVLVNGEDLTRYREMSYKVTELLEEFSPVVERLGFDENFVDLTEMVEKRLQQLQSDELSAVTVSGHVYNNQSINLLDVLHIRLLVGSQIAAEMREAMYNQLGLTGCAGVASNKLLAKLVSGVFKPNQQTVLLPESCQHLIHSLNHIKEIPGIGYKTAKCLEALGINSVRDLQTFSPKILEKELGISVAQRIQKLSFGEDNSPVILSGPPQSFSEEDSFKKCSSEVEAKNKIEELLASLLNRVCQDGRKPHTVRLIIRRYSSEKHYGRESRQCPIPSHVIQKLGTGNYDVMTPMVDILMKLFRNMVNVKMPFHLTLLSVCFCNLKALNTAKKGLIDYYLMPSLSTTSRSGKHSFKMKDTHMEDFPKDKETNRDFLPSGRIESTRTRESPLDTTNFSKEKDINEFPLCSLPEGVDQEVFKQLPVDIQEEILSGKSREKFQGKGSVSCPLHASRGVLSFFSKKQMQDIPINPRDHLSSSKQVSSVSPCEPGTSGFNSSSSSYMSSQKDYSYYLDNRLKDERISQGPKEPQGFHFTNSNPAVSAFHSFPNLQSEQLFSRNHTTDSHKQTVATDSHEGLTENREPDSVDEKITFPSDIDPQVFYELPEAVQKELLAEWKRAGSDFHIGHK
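Fluorescent replication assay read twice, at 0 min and 10 min after adding 50 nM (final) substrate. Enzyme (10 nM) and compounds were first incubated 15 min at room temperature; enzyme-free buffer wells were negative controls.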
Pol beta inh = DNA polymerase beta (human) inhibition; P06746; Pol beta primer extension/strand displacement, fluorescence kinetic; Potency, µM (top dose mostly 114 µM), for the others: top-dose activity change, negative = inhibition, most hits filed as inhibitors; actives 1.3% (n = 340,000); AID 485314; note: potency is the fitted concentration of half-maximal effect; % is set by controls: 0 for no effect and ±100 for the full control effect
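Reaction started by 50 nM substrate onto compound-treated Pol beta (10 nM, 15 min preincubation, room temperature); plates read at 0 min and 10 min. Normalized concentration-effect data fitted by four-parameter Hill equation.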
POLH inh = inhibitors of human DNA polymerase eta | Q9Y253 | actives 1.2% (n = 390,000) | recombinant Pol eta, fluorescent DNA replication assay | Potency, µM (series often up to 114 µM), inactives show at the highest dose activity change, negative = inhibition, usual class: inhibitors | AID 588591; note: potency is the fitted concentration of half-maximal effect; % is set by controls: 0 for no effect and ±100 for the full control effect
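Pol eta (10 nM) was preincubated with compounds for 15 min at room temperature, after which fluorescent replication substrate (50 nM final) was added to start the reaction. Fluorescence was read kinetically at 0 and 10 min.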
Apoferritin bind = candidate novel general anesthetic via apoferritin binding | apoferritin/1-aminoanthracene competitive binding, fluorescence | Potency, µM (doses to about 77.5 µM), for inactives: at the top dose activity change, negative = displacement, usual class: inhibitors | actives 0.074% (n = 350,000) | AID 485281; note: potency is the fitted concentration of half-maximal effect; % is set by controls: 0 for no effect and ±100 for the full control effect; nearly all actives have a fitted effect of over 20% in size
Target sequence (P02791 2-175 limits assumed): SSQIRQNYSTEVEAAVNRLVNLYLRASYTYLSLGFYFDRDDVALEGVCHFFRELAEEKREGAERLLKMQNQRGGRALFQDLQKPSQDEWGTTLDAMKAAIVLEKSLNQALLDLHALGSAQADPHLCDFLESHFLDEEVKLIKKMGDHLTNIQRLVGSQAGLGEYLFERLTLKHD
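Horse-spleen apoferritin (10 uM) in 50% saturated 1-aminoanthracene in PBS was incubated 10 min at room temperature with compound. Fluorescence (ex 380, em 535 nm) was normalized to free and bound 1-AMA, with concentration-response fitted by a four-parameter Hill equation.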
RXFP1 antag = RXFP1 (human) relaxin receptor antagonism; Q9HBX9; HEK293-RXFP1, relaxin-stimulated cAMP HTRF, 30 min; stronger effect = lower value; activity change, negative = inhibition, % at 57.5 µM; actives 0.59% (n = 350,000); AID 1259400;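 active = activity change of -60% or lower, but not beyond a set lower limit; inconclusive = change between -60% and -40%, or beyond the set limit; inactive = change above -40%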; note: % is set by controls: 0 for no effect and ±100 for the full control effect
Active calls of the source: *; i = inactive; u = inconclusive; x = not tested or not shown; [ ] = dose if it differs, or a comment. Unless noted, calls come from the whole dose curve; as a rule, active = well fitted curve in the direction sought with a large enough effect; inconclusive = small, poorly fitted or top-dose-only effect, or another doubt; inactive = no such curve, though single readings can be large; an effect the other way counts as inactive or inconclusive. Only part of the results is shown (hit frequency here may not be typical).

structure,BLM inh,Pol iota inh,POLH inh,APE1 inh,Apoferritin bind,Pol kappa inh,RXFP1 antag,Pol beta inh,Tb PGK inh
NC(=O)c1ccc(NC(=O)c2ccc3c(c2)CCN3S(=O)(=O)c2ccccc2)cc1,-1%,2%,-20%,33%,-8%,-1%,-7,1%,5%
Cc1ccc2c(CNCc3ccc(C)o3)c(C(=O)O)n(Cc3ccc(F)cc3)c2c1,-4%,-3%,-11%,x,-11%,-8%,x,22%,-1%
COc1cc(OC)c2ccc(=O)oc2c1C(CC(=O)N1CCCCC1)c1ccc2c(c1)OCO2 (stereo not drawn),-10%,89µM*,x,8%,-18%,u,x,x,x
N#C/C(=C\c1cn(CC(=O)N2CCCC2)c2ccccc12)C(=O)NCc1ccc2c(c1)OCO2,1%,221%[activator],-5%,0%,0%,-17%,1,-27%,i
Cc1cccc(N2CCN(CC(=O)Nc3ccccc3[N+](=O)[O-])CC2)c1C,-7%,20%,-7%,-2%,-16%,-4%,-20,3%,x
O=C(O)c1ccc(NC(=S)NCc2ccccc2)cc1,-1%,-17%,-11%,22%,-6%,0%,-1,12%,-1%
CCN(CC(=O)NCc1ccc(F)cc1)C(=O)C1CC1C (stereo not drawn),-5%,34%[activator],-6%,4%,0%,-3%,0,31%,-3%
Cc1ccc(-c2cc(-c3ccccc3[N+](=O)[O-])[nH]n2)c(O)c1,-15%,15%,-13%,-7%,u,-6%,7,-8%,2%
COC(=O)c1sc(-c2ccc(Cl)cc2)cc1NC(=O)c1ccccc1C(=O)O,-1%,33%[activator],u,15%,-3%,-21%,-9,u,i
O=c1c2c(-c3ccc(Cl)cc3)csc2ncn1/N=C/c1cccc([N+](=O)[O-])c1O,-9%,6%,0%,4%,-16%,-8%,14,1%,-3%
COc1ccc(C(=O)C2CCCN(C3Cc4ccccc4C3)C2)cc1OC (stereo not drawn),-2%,25%,-7%,16%,-14%,-20%,2,-1%,i
O=C(c1coc(=O)c2ccccc12)N1CCN(Cc2ccccc2)CC1,-1%,5%,9%,2%,-3%,3%,2,27%,-2%
CCN(CC)S(=O)(=O)c1ccc(-c2nnc(SCC(=O)Nc3ccc4c(c3)OCO4)o2)cc1,-3%,3%,-3%,2%,-18%,-11%,-15,u,-5%
O=C(Nc1cc(S(=O)(=O)N2CCOCC2)ccc1N1CCCC1)c1ccccc1C(F)(F)F,x,10%,-17%,x,x,11%,-11,x,-4%
Cc1cc(C(=O)CN2C(=O)C(=O)N(CCC3=CCCCC3)C2=O)c(C)n1C,x,-18%,u,-1%,x,-3%,-10,x,-3%
CSC1=NCCN1C(=O)c1c(F)cccc1Cl,-2%,29%,-8%,3%,-13%,-10%,-2,-1%,5%
COC(=O)Nc1cc(C)n(-c2ccccc2)n1,0%,-4%[58.9 µM],-21%,9%,3%,0%,0,29%,i
COC(=O)/C=C/c1oc2ccccc2c1C,-2%,3%,-6%,6%,-15%,0%,-18,-13%,-9%
Cc1cnc(C(=O)Nc2ccc(N3CCN(C(=O)OC(C)(C)C)CC3)cc2)cn1,1%,13%,u,1%,-11%,-4%,6,3%,3%
O=C(C1CC1c1ccccc1)N1CCN(c2cccc(Cl)c2)CC1 (stereo not drawn),-10%,u,-2%,-3%,35%[activator],-20%,-1,-11%,-4%
Cc1cccc(NC(=O)CSc2nnnn2C2CCCC2)c1,-2%,9%,-1%,-2%,10%,-13%,-30,19%,7%
Cc1nonc1C1CCCN1Cc1cn[nH]c1-c1ccc2c(c1)OCO2 (stereo not drawn),-3%,34%[activator],-24%,2%,-8%,0%,3,-22%,-9%
C/C(=N\NC(=O)c1ccc(O)cc1)c1ccc(NC(=O)Cc2ccccc2)cc1,1%,18%,-8%,28%,-20%,-7%,-6,-26%,-2%
CCOC(=O)C1=CN(Cc2ccco2)S(=O)(=O)N(C)C1c1ccc(F)c(Cl)c1 (stereo not drawn),x,-10%,-19%,24%,x,5%,x,x,i
CC(C)OCCCn1c(SC(C)C(=O)NC2CC2)nc2ccccc2c1=O (stereo not drawn),x,13%,-2%,14%,x,0%,-1,x,i
O=C(CN1C(=O)c2cccc3cccc1c23)Nc1ccccc1Br,-2%,0%,5%,x,-7%,-7%,x,0%,0%
O=C(NC(=S)N1CCCc2ccccc21)c1ccco1,-3%,22%,-9%,-8%,-21%,-6%,-28,-6%,-1%
Cc1ccc(S(=O)(=O)c2nnn(CC(=O)Nc3ccccc3C)c2N)cc1C,-5%,u,-14%,x,-11%,-16%,-11,u,-4%
Cc1ccccc1-n1c(SCC(=O)N2CCN(c3ccccn3)CC2)nnc1N1CCOCC1,x,61%[activator],9%,-8%,x,-10%,-19,x,-4%
Cc1oc(-c2cccc3ccccc23)nc1CN1CCN(c2ncnc3ccccc23)CC1,0%,84%[activator],-13%,-1%,-20%,-18%,-16,u,-5%
Cc1ccc(CNC(=O)c2cc3c(s2)CN(Cc2ccccc2)C3)cc1,2%,u,-1%,1%,u,-26%,-1,-7%,-8%
O=C(Nc1nccs1)c1ccc(S(=O)(=O)N2CCCCC2)cc1,-1%,-4%,-6%,-7%,5%,14%,x,10%,-4%
O=C(c1cn(-c2ccccc2)nc1-c1ccncc1)N1CCCCC1,-1%,23%,-11%,11%,-8%,2%,-1,-17%,7%
O=C(COC(=O)c1ccc2c(=O)n3c(nc2c1)CCC3)NC1CCS(=O)(=O)C1 (stereo not drawn),2%,130%[activator],6%,-2%,-7%,-15%,-15,-5%,1%
COc1ccc(CNC(=O)C[C@H]2C[C@H](C(=O)N3CCOCC3)[C@@]3(CCC4CCCC4)c4[nH]c5cc(-c6ccco6)ccc5c4CCN3C2=O)cc1OC,x,u,-12%,-34%,x,-6%,x,x,1%
COc1ccc(CCNS(=O)(=O)CCNC(=O)c2ccc3c(c2)OCO3)cc1,x,63%[activator],-16%,0%,x,-2%,11,x,-9%
O=C(c1ccccc1)c1c[nH]cc1-c1ccccc1,0%,2%,-3%,6%,-5%,6%,-10,-16%,-7%
Cc1ccc(S(=O)(=O)NCCc2cc3ccc(C)c(C)c3[nH]c2=O)cc1,-1%,40%[activator],-1%,49%[activator],3%,-3%,-11,0%,-7%
COc1ccc(C(=O)Nc2nc(C)c(C(=O)N(C)C)s2)cc1OC,4%,10%,6%,3%,3%,-15%,-3,5%,-8%
COc1cccc(NC(=O)C2CCCO2)c1 (stereo not drawn),3%,110%[activator],-11%,-5%,-22%,-7%,-4,1%,-9%
COC(=O)c1cc(C(=O)CC(C)C)c[nH]1,-3%,168%[activator],-13%,8%,-6%,-2%,-4,-3%,0%
CC1Cc2c([nH]c3ccccc23)C(=O)N1 (stereo not drawn),2%,101%[activator],-20%,4%,-2%,-11%,-8,39%,-5%
COc1ccc(OCCSc2nnc3sc4ccccc4n23)cc1,1%,-19%,-6%,-1%,-17%,-9%[60.1 µM],-7,4%,0%
CCOC(=O)Cc1[nH]nc2c1C(C1C=CCCC1)C(C#N)=C(N)O2 (stereo not drawn),-3%,u,u,u,-18%,-5%,-5,u,u
CCOc1cccc(CC(=O)N2CCc3c([nH]c4ccccc34)C2c2ccc(Cl)cc2)c1OCC (stereo not drawn),-10%,-14%,-5%,x,59%[activator],-1%[60.1 µM],-24,-1%,-9%
COc1ccc(C)cc1S(=O)(=O)N1CCN(C(=O)c2ncoc2-c2cccc(C)c2)CC1,-1%,36%[activator],-5%,20%,-14%,4%,-2,6%,-6%
CCOC(=O)Nc1nnc(-c2ccccc2OC)s1,2%,-2%,-15%,-4%,-3%,-1%,-9,-7%,i
COc1cccc(NC(=O)CN(C)C(=O)c2cccnc2Nc2cccc(C(F)(F)F)c2)c1,x,21%,u,-17%,x,-13%,-6,x,-7%
CNC(=O)NC(=O)CSc1nc2ccccc2n1CCOC,-5%,12%,8%,-3%,-6%,-11%,8,32%,-3%
COc1ccccc1C(CNC(=O)c1ccc(S(=O)(=O)N2CCCCC2)cc1)N(C)C (stereo not drawn),x,5%,-11%,-8%,x,-9%,-5,x,0%
O=C1O[C@@H]([C@@H](O)CO)[C@@H](O)[C@H]1O,0%,x,x,u,33%[activator][29.3 µM],-11%[19.4 µM],x,x,x
COc1ccccc1CNS(=O)(=O)c1ccc(-c2cc(C)no2)cc1,-9%,0%,-9%,20%,-15%,-5%,16,19%,-6%
c1ccc(CNn2nnnc2-c2ccccc2)cc1,-3%,u,-3%,5%,u,-7%,24,13%,-8%
CC(C)NC(=O)C1CCN(C2CCN(C(=O)c3scc4c3CCCC4)CC2)CC1,2%,7%,-6%,-5%,-1%,-11%,3,6%,-2%

Some of the entries so far, with values under each structure:
Below each compound – BLM inh | Pol iota inh | POLH inh | APE1 inh | Apoferritin bind | Pol kappa inh | RXFP1 antag | Pol beta inh | Tb PGK inh
- CCOC(=O)Nc1nnc(-c2ccccc2OC)s1
    2% | -2% | -15% | -4% | -3% | -1% | -9 | -7% | i
- COc1cccc(NC(=O)CN(C)C(=O)c2cccnc2Nc2cccc(C(F)(F)F)c2)c1
    x | 21% | u | -17% | x | -13% | -6 | x | -7%
